Bioassay records: PubChem BioAssay, several laboratories
HCV core dimer: blocks dimerization of HCV core protein; TR-FRET GST/Flag-core106 dimerization, 1536-well; inhibition, % at 5 µM; 300,000 compounds, 0.33% hits;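 active = inhibition above the mean of all tested compounds plus 3 SD, set per screening campaign, cut at about 45% in these data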
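Assay system: tagged HCV core106 pair (GST and Flag); medium: KF-containing HEPES buffer, pH 7.45, DTT, CHAPS, BSA; also added: Eu donor and XL665 acceptor anti-tag antibodies; dosing: 5 µM single dose; timing: compound-protein-antibody incubation 4 h at 22.5 °C; signal: TR-FRET 671 and 617 nm emission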
PREPL inhibitor: inhibitors of human prolyl oligopeptidase-like enzyme PREPL; AID 2751; inhibition, % at 5.96 µM; recombinant PREPL, fluorescence polarization activity-based probe; Q4J6C6; 320,000 compounds, 0.68% hits; in the data active = inhibition above about 43%;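 also: 0% = enzyme with DMSO and 100% = wells lacking enzyme; many of its hits are not listed in these tables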
TPT1 inhibitor: inhibitors of Candida albicans tRNA 2'-phosphotransferase TPT1. 300,000 compounds, 0.81% hits. AID 1962. inhibition, % at 5 µM. recombinant caTPT1, FP RNA substrate dephosphorylation;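 active = inhibition above the mean of all tested compounds plus 3 SD, set per screening campaign, cut at about 24% in these data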;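 also: plate controls were DMSO alone for no effect and ferristatin control at 100 nM for full effect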
Efflux pump inh: antifungal efflux pump inhibition, Nile Red retention | S. cerevisiae Candida pump triplex | inhibition, % at 10 µM | 330,000 compounds, 0.44% hits | AID 485275;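 active = plate passing quality check with inhibition over a set limit, or well fluorescence over plate mean plus 4 SD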;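 also: Nile Red retained in pooled yeast measured as flow cytometry median fluorescence; 0% = buffer negative control and 100% = Enniatin B positive control; higher means more Nile Red kept so more efflux inhibition; some compounds called inactive have numbers as strong as hits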
LYPLA2 inh: counter-screen for PME1 inhibitors: inhibitors of human LYPLA2. AID 2177. 320,000 compounds, 0.38% hits. recombinant LYPLA2, FP-Rh probe fluorescence polarization. O95372. inhibition, % at 5.9 µM;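 active = inhibition above the screen-wide mean plus 3 SD, limit set per campaign, cut at about 26% in these data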;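 also: 0% = LYPLA2 with DMSO and 100% = wells lacking LYPLA2 enzyme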
Target sequence (O95372 whole entry, looked up): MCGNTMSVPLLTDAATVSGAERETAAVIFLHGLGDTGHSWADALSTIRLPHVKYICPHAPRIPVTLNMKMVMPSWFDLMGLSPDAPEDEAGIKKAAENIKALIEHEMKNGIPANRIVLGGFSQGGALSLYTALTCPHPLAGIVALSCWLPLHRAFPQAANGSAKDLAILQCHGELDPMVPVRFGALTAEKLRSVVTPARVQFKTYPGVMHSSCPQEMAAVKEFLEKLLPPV
PP1 counter: blocks human PP1-alpha phosphatase, a PP5 counter-screen; purified PP1alpha, OMFP fluorescence; inhibition, % at 6.7 µM; 320,000 compounds, 0.9% hits; AID 2235;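 active = inhibition above the mean inhibition of all tested compounds plus 3 SD, computed separately for each screening campaign, cut at about 15% in these data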
Target sequence (P62136 whole entry, looked up): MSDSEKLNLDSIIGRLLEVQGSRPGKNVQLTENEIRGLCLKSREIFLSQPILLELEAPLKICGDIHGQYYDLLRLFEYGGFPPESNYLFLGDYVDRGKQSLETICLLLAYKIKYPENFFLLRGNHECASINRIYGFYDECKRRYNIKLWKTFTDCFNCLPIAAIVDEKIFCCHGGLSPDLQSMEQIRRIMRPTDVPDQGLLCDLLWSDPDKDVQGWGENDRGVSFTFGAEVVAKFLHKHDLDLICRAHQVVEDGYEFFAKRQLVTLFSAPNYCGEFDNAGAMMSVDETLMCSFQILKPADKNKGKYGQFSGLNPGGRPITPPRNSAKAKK
JMJD2C inh: blocks human GASC-1 demethylase activity; inhibition, % at 2.35 µM; GST-JMJD2C(1-420) H3K9me3 demethylation, DELFIA europium; 330,000 compounds, 0.069% hits;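 active = more than half of a compound's replicate wells show inhibition beyond 50%, single wells judged on their own value; inconclusive = some, but no more than half, of replicates pass 50% inhibition; inactive = no replicate passes 50% inhibition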;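 also: signal counts dimethyl H3K9 product captured on neutravidin plate; 0% = median of DMSO wells and 100% = 0.3 times that DMSO median; strong numbers were not always called active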
CTSL1 counter: blocks F. hepatica cathepsin L1 in PFM18AAP counter-screen; recombinant F. hepatica cathepsin L1, Z-Leu-Arg-MCA fluorescence; inhibition, % at 5.96 µM; 300,000 compounds, 0.49% hits; AID 1906;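 active = inhibition above the mean of all tested compounds plus 3 SD, set per screening campaign, cut at about 17% in these data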;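 also: 0% = plate median of test compound wells and 100% = 1 µM Z-Phe-Ala-diazomethylketone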
PP5 primary: PP5 (human) phosphatase inhibition. P53041. purified PP5c, OMFP substrate fluorescence. AID 1987. 320,000 compounds, 0.18% hits. inhibition, % at 6.7 µM;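 active = inhibition above the campaign's mean inhibition across all tested compounds plus 3 SD, cut at about 9.5% in these data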;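 also: 0% = DMSO only and 100% = 100 µM cantharidin control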
Target sequence (P53041 whole entry, looked up): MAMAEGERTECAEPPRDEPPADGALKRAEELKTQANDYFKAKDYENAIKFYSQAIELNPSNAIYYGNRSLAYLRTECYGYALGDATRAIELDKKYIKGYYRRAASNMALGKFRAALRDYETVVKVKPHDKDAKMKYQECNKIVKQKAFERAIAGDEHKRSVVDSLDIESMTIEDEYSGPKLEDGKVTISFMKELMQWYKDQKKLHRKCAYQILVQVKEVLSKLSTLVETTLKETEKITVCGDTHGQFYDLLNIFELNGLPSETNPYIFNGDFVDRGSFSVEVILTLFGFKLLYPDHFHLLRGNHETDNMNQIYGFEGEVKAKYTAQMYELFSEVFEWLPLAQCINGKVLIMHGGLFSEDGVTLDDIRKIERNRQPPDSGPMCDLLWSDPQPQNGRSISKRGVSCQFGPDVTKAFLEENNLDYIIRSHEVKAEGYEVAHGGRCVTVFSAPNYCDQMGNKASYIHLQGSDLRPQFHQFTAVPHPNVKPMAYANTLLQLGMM
Numbers without * were called inactive; i = inactive; ? = inconclusive; nt = no result given. A portion of the library; count on the stated rates, not on these rows.

Below each compound – HCV core dimer	PREPL inhibitor	TPT1 inhibitor	Efflux pump inh	LYPLA2 inh	PP1 counter	JMJD2C inh	CTSL1 counter	PP5 primary
- Cc1nn(C)cc1C(=O)NNC(=S)Nc1ccc(Cl)cc1
    -1.5	-2.3	-9.1	-0.1	6.9	2.9	-16.6	-1.6	1.0
- O=C(N/N=C1\C(=O)c2cccc3cccc1c23)c1ccc(O)cc1
    -7.3	2.7	-0.6	-0.2	-6.0	-3.4	1.5	3.0	1.4
- C/C(N)=C(/C#N)C(=O)COC(=O)c1ccc(C)c(S(=O)(=O)N2CCCCC2)c1
    5.0	-5.2	-1.7	-0.2	6.6	-4.7	-7.1	-2.6	0.4
- Cc1ccc(NC(=O)C2CCN(S(=O)(=O)c3ccc4c(c3)NC(=O)C(C)S4)CC2)c(Cl)c1 (stereo not given)
    22.5	8.8	14.1	-0.7	-9.3	-1.7	-13.5	-5.0	5.6
- CSC(=O)NC(=O)NC(=O)c1ccc([N+](=O)[O-])cc1
    -0.6	-2.2	0.2	0.3	-0.2	-2.3	-1.7	3.2	1.4
- CCn1c(SCc2ccc(C)cc2)nnc1C1CCN(S(=O)(=O)c2ccc(OC)cc2)CC1
    4.4	17.6	2.4	0.7	1.3	0.1	5.3	0.3	2.2
- CCn1nnnc1NCc1ccc(N2CCCC2)cc1
    13.3	34.3	3.4	0.1	-1.5	7.4	-6.4	-1.9	0.3
- CC(=O)N1CCN(C(=O)COC(=O)c2oc3ccccc3c2C)CC1
    nt	8.9	nt	-0.1	6.6	-4.8	8.0	nt	0.7
- Cc1ccc(C(=O)NC(C)C2CC3CCC2C3)cc1 (stereo not given)
    -1.0	-7.3	2.2	0.1	1.4	-2.3	-0.8	2.5	-4.1
- CCN(CC)S(=O)(=O)c1cc(C(=O)NCCN2CCOCC2)ccc1Cl
    3.5	-1.6	0.8	-0.1	10.3	-1.5	20.1	-1.9	-4.1
- Cc1cnc(C(=O)OCC(=O)c2c(N)n(CC(C)C)c(=O)n(C)c2=O)cn1
    -2.3	1.5	2.6	0.2	1.8	-4.0	-6.7	-0.8	2.4
- Cc1[nH][nH]c(=O)c1C(c1cc2c(cc1Br)OCO2)c1c(C)[nH][nH]c1=O
    -0.7	0.1	6.8	-0.1	-4.5	3.7	5.6	1.2	2.3
- Cc1ccc(S(=O)(=O)NC(C(=O)Oc2ccc3c(C)c(Cl)c(=O)oc3c2)c2ccccc2)cc1 (stereo not given)
    12.0	12.3	-3.5	0.2	-3.5	-1.4	-0.2	-0.8	4.5
- O=C(NCc1ccco1)C1CC(c2ccc(Cl)c(Cl)c2)=NO1 (stereo not given)
    0.4	-4.4	-1.5	0.2	2.2	-3.3	13.2	-3.8	-1.6
- O=C(O)CNc1ccccc1C(=O)O
    -2.8	-4.0	0.0	-0.1	-1.5	-0.3	-1.2	-1.0	1.1
- CCc1ccc(NC(=O)COc2coc(CN3CCc4ccccc4C3)cc2=O)cc1
    1.6	-9.5	0.9	0.1	-1.6	-2.1	-7.5	4.4	1.1
- O=C(CN(Cc1ccco1)C(=O)CNS(=O)(=O)c1ccccc1)NCc1ccccc1
    -5.0	1.0	-1.4	0.0	-2.2	-3.4	5.4	9.2	-2.4
- CN(Cc1ccco1)S(=O)(=O)c1nnc(NC(=O)c2ccccc2)s1
    12.4	-3.7	2.4	-0.2	2.6	-0.4	2.5	3.0	0.6
- CC(=O)NC(CC(=O)NCCN1C(=O)S/C(=C\c2ccccc2)C1=O)c1ccccc1 (stereo not given)
    -0.4	-5.1	-0.6	0.0	-4.1	-1.9	9.0	2.2	-0.4
- Cc1cc(C)n(CC(O)Cn2c3ccccc3c3ccccc32)c(=O)n1 (stereo not given)
    2.1	5.1	-0.3	0.0	0.5	-2.4	3.0	-2.0	1.7
- CN(C=[N+](C)C)c1cccc2c1C(=O)c1ccccc1C2=O
    -11.1	3.7	-10.5	0.0	-2.1	1.5	2.8	-0.8	3.6
- Cc1nc(-c2cccs2)sc1C(=O)NN
    -4.2	22.2	-2.8	0.1	2.8	1.0	4.7	1.0	0.9
- C/C(=N\NC(=O)CSCc1cccc(Br)c1)c1ccc([N+](=O)[O-])cc1
    2.6	-6.2	1.4	-0.1	5.8	-1.0	3.1	-1.9	0.9
- CC(C(=O)N=Nc1c(O)n(C)c2ccc(Br)cc12)n1cnc2ccccc2c1=O (stereo not given)
    11.6	1.2	1.5	0.0	2.6	5.5	32.3	1.9	-0.1
- CCOC(=O)Cc1nnc(NC(=O)CCc2ccccc2)s1
    -4.7	11.1	0.2	-0.1	2.1	-3.5	-3.4	4.2	-0.3
- CCOC(=O)N1CCN(c2nc(-c3cccs3)nc3ccccc23)CC1
    12.6	-1.5	4.3	-0.1	4.2	-0.8	-3.9	2.9	-1.8
- COc1ccccc1NC(=O)CSc1nc(N)cc(N)n1
    4.0	2.5	-3.6	-0.1	5.4	-4.9	-8.9	-1.0	0.0
- Cc1ccc(S(=O)(=O)NNC(=O)c2cccc(O)c2)cc1
    9.6	3.2	-2.7	0.0	1.9	-1.1	29.2	2.6	-2.2
- CCCCCCSc1ccc([C@H]2N[C@@](CC(C)C)(C(=O)OC)[C@H]3C(=O)N(C)C(=O)[C@@H]23)cc1
    10.5	0.9	2.7	0.2	-5.3	6.9	nt	4.0	3.5
- COC(=O)c1ccc(-n2nnnc2SCc2nn[nH]n2)cc1
    -3.2	-3.4	-4.4	0.1	11.9	0.5	-0.8	-0.8	3.2
- CC1(C(=O)Nc2ccccc2)Cc2ccccc2C(=O)O1 (stereo not given)
    -2.4	8.8	-0.2	0.0	7.3	-4.0	2.6	-4.4	-1.0
- COc1ccc(OC)c(CCNC(=O)CCn2nc(C)c3c(C)n(-c4ccccc4)nc3c2=O)c1
    7.5	-4.1	1.0	-0.1	-2.3	-3.2	12.4	1.1	-1.1
- CC1CCN(c2nc3c(=O)[nH]c(N)nc3n2[C@@H]2O[C@H](CO)[C@@H](O)[C@H]2O)CC1
    -1.2	17.9	-5.1	-0.3	7.8	-1.0	-2.9	-1.0	-1.5
- COc1cccc(N2CCN(c3ccc([N+](=O)[O-])cn3)CC2)c1
    3.6	7.5	-3.8	-0.2	8.8	-2.0	-21.7	2.4	0.1
- CC(=O)Nc1ccc(S(=O)(=O)Nc2nc3c(s2)CCCC3)cc1
    2.1	-5.3	-6.9	-0.1	10.1	-4.6	-2.6	-2.6	0.0
- O=c1cc(NCc2ccc3c(c2)OCO3)[nH]c(=O)n1-c1ccc(Cl)cc1
    -4.1	14.9	0.3	-0.1	7.0	-1.7	-45.3	4.4	1.9
- O=C(NCCc1ccccc1Cl)C1CCN(S(=O)(=O)c2cccs2)CC1
    4.1	4.9	1.4	-0.1	-0.4	-2.7	7.5	4.1	1.1
- CCN(CC(=O)Nc1c(F)cccc1F)C(=O)CNC(=O)c1ccc(C)s1
    -4.2	11.4	-3.5	0.0	5.5	-1.1	-1.9	-2.5	2.4
- CCOC(=O)N=S(N)(=O)c1ccc(Cl)cc1 (stereo not given)
    -0.9	-1.9	-5.3	0.1	3.7	-4.0	19.8	2.4	-2.0
- O=C(CSc1nc2scc(-c3ccccc3)c2c(=O)[nH]1)NCCc1ccccc1
    5.1	-0.8	-4.5	0.0	-4.6	-0.8	-10.7	0.3	1.5
- Cn1c(=O)c([N+](=O)[O-])c(NCc2ccccc2)c2ccccc21
    2.4	10.4	-2.3	0.3	-6.1	-7.3	30.2	-1.4	-2.0
- O=C1OC2(c3ccccc31)c1cc(I)c(O)c(I)c1Oc1c2cc(I)c(O)c1I
    i	-420.4	3.6	0.1	-278.2	-34.7	nt	6.2	-19.8
- O=C(NC1CCN(Cc2ccccc2)CC1)C1CCCN(c2nnc(-n3cccc3)s2)C1 (stereo not given)
    0.6	-0.3	1.1	0.0	-12.0	-4.7	-1.1	0.2	0.2
- Cc1cc(C)c(NC(=O)C2CCCN2CCOC(=O)c2cccc([N+](=O)[O-])c2)c(C)c1 (stereo not given)
    -0.4	-0.3	-0.6	0.3	-8.6	0.2	-1.2	-1.4	1.3
- Cc1ccc(C)n1-c1ncn[nH]1
    -7.0	13.6	2.4	0.3	-4.5	1.4	9.2	-0.1	1.0
- Cc1ccc2nc(NC(=O)C3CCN(S(=O)(=O)c4cc([N+](=O)[O-])ccc4Cl)CC3)sc2c1
    65.7*	11.8	3.8	0.8	-16.8	20.4*	-1.9	-2.4	1.4
- COc1ccc(NC(=O)Cn2cnc3c(cnn3C(C)(C)C)c2=O)cc1OC
    2.4	-2.5	-1.9	-0.3	4.9	-1.3	-2.3	0.5	-1.0
- C/C(=N\NC(=O)c1cccnc1)c1ccc(Br)cc1
    -2.0	4.7	-0.2	0.0	5.1	0.8	8.2	1.6	1.4
- COc1ccccc1-c1cc(C(=O)Nc2ccc(F)cc2F)no1
    10.1	8.3	0.8	-0.1	-2.0	7.2	5.7	7.5	-2.6
- Cc1cc(-c2ccc(S(=O)(=O)N3CCN(c4ccc(F)cc4)CC3)s2)on1
    -5.6	-29.1	-0.5	0.2	5.0	0.2	-5.5	4.8	3.7
- C[C@H](NC(=O)c1nc[nH]c1C(=O)OCc1ccccc1)c1ccccc1
    nt	-2.0	nt	-0.2	1.8	10.7	-10.3	nt	1.6
- COc1cc(OC)c(NC(=O)CCCn2c(=O)oc3ccccc32)cc1Cl
    -5.4	10.3	-3.1	0.5	-1.3	-4.7	-7.3	-11.6	-0.5
- Cc1cccn2c(=O)nc(SCC(=O)NCc3ccc4c(c3)OCO4)nc12
    5.6	-2.0	-0.6	0.3	-5.4	2.4	?	7.9	2.3
- CN1C(=O)S/C(=C/c2ccc(OCc3cccc(C(=O)O)c3)cc2)C1=O
    5.0	-2.3	-2.1	-0.1	6.7	4.1	-7.3	4.4	-0.4
- CCOc1ccc2c(c1)cc(CN(C(=O)CC)C1CCCCC1)c1nnnn12
    9.7	3.9	0.2	0.3	3.5	-3.8	-1.2	2.0	2.8
- CC1CCCCN1C(=O)CSc1nnc(-c2c[nH]c3ccccc23)o1 (stereo not given)
    4.2	-5.8	2.3	-0.2	0.2	-0.1	8.4	14.1	1.9
- COc1ccc(/C=C/C(=O)c2c(C)cc(C)[nH]c2=O)c2ccccc12
    20.2	0.5	12.3	0.1	-8.8	-0.3	-5.2	0.7	2.2
- O=C(/C=C/c1ccccc1)N/C(=C\c1ccco1)C(=O)O
    -5.0	2.9	-9.5	0.0	1.7	-0.9	-1.0	5.0	-0.5
- COc1ccc(-n2nc(C(=O)NCC(=O)NCCC3=CCCCC3)c3ccccc3c2=O)cc1OC
    5.8	4.7	0.3	0.1	0.0	-3.2	10.8	3.9	4.1
- COc1ccc(/C=N/n2c(SC)nnc(C(C)(C)C)c2=O)cc1OC
    -1.1	-1.1	-0.2	0.2	-2.2	0.6	-0.6	0.6	3.1
- CCN(CC)C(=O)c1ccc(C(=O)c2ccccc2)cc1
    3.8	6.6	-1.0	0.0	7.0	-0.2	14.9	5.4	4.1
- COc1cccc(N2CCN(Cc3ncc(-c4ccccc4)o3)CC2)c1
    -0.6	18.7	-2.6	-0.2	1.2	0.9	-7.2	-1.8	2.6
